Assay outcomes as filed in PubChem BioAssay.
hcDAF-12 act = H. contortus DAF-12 nuclear receptor activators, primary screen, cell-based, luminescence, HEK293, lit1-tk-luc reporter; HEK293 hcDAF-12 lit1-tk-luc reporter; 0% DMSO, 100% Δ7-dafachronic acid; activation, % at 6.8 µM; 1.4% of 370,000 active; AID 652067, 2013;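 active means activation above the mean of all tested compounds plus 3 SD, cut at about 5.5% in these data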;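 further: 100% = response to 3 µM Δ7-dafachronic acid high control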
DAX1 inh-1 = DAX1 (NR0B1) inhibitors on StAR promoter, primary screen, cell-based, luminescence, SF-1 (NR5A1), full-length DAX-1; HEK293T StAR-luciferase reporter, SF-1/DAX-1 repression relief; inhibition, % at 6.8 µM; 1.1% of 370,000 active; AID 652010, 2013;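 active means inhibition above the mean over all tested compounds plus 3 SD, cut at about 3.6% in these data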;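 further: 0% = DAX-1 cells with DMSO and 100% = cells lacking DAX-1 with DMSO; higher inhibition means more luminescence from relief of DAX-1 repression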
DAX1 inh-2 = DAX1 (NR0B1) inhibitors, primary screen, cell-based, HEK293, Gal4-DAX1, luciferase luminescence | Nuclear receptor subfamily 0 group B member 1 (Homo sapiens), P51843 | HEK293 Gal4-DAX1 luciferase reporter | inhibition, % at 6.75 µM | 0.99% of 340,000 active | AID 504766, 2011;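 active means inhibition above the mean over all tested compounds plus 3 SD, cut at about 4.2% in these data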;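 further: 0% = DAX1-transfected cells with DMSO and 100% = empty-vector control cells with DMSO; inhibition shows as a rise in luminescence from relieved DAX1 repression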
Target sequence (P51843 207-470 limits assumed): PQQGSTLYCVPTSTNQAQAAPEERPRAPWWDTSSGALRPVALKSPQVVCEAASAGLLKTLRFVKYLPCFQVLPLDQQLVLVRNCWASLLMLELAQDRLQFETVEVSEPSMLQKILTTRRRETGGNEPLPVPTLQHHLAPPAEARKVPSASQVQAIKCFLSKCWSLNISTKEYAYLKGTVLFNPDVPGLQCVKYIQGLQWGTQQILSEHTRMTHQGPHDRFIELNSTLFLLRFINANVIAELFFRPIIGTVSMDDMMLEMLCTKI
hgDAF12 agonist = H. glycines DAF-12 receptor agonists, primary screen, cell-based, luminescence, HEK293, GAL4 fusion, UAS-luciferase | HEK293 GAL4-hgDAF12 UAS-luciferase reporter, agonist luminescence; normalized to butyrate control | AID 687014, 2013 | activation, % at 6.8 µM | Nuclear hormone receptor DAF-12 (Heterodera glycines), GAL4 fusion | 1.8% of 370,000 active;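 active means activation above a cutoff set at the mean of all screened compounds plus 3 SD, cut at about 10% in these data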;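 further: 0% = DMSO wells and 100% = sodium butyrate wells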
PLC-beta3 inh = human PLC-beta3 inhibitors, primary screen, biochemical, fluorescence; Purified PLC-beta3, fluorogenic substrate; inhibition, % at 12.2 µM; 0.18% of 370,000 active; AID 720704, 2013; 1-phosphatidylinositol 4,5-bisphosphate phosphodiesterase beta-3 (Homo sapiens), Q01970; in the data active means inhibition above about 11%;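 further: 0% = median of compound wells on plate and 100% = full blocker control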
PG9 Ab binder = binders of HIV-1 gp120 antibody PG9, primary screen, biochemical, TR-FRET | HIV-1 gp120 / PG9 antibody interaction | TR-FRET gp120-PG9 antibody binding | inhibition, % at 6.7 µM | 0.43% of 360,000 active | AID 624416, 2012; in the data active means inhibition above about 8.5%
FXN GAA850 act = FXN promoter activators, primary screen, cell-based, luciferase luminescence, HEK293 lucGAA850; AID 540364, 2011; activation, % at 6 µM; 0.56% of 360,000 active; HEK293 lucGAA850 FXN promoter luciferase reporter, 24 h; percent of 10 µM SAHA response;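 active means activation above the average of all compounds screened plus 3 SD, cutoff fixed separately per campaign, cut at about 7.5% in these data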;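 further: 0% = DMSO wells and 100% = 10 µM SAHA wells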
ssDAF-12 act = S. stercoralis DAF-12 nuclear receptor activators, primary screen, cell-based, luminescence, HEK293, GRIP1 co-expression, lit1-tk-luc; 1% of 370,000 active; HEK293 ssDAF-12/GRIP1 lit1-tk-luc reporter; % of 3 µM dafachronic acid response; Nuclear hormone receptor DAF-12 (Strongyloides stercoralis); activation, % at 6.8 µM; AID 652126, 2013;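 active means activation above the mean over all tested compounds plus 3 SD, cut at about 0.9% in these data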;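 further: 0% = DMSO-only wells and 100% = 3 µM delta7-dafachronic acid wells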
NR1D1 modulator = modulators of Rev-erb alpha DNA binding, primary screen, biochemical, FITC-DNA, fluorescence polarization, uHTS; Rev-erbα–FITC-DNA binding, 90 min; activity, % at 10 µM; 0.79% of 370,000 active; AID 1259318, 2017;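 active means activity above about 14%, limit read from the data; passing the limit was not always enough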;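 further: 0% = DMSO wells with 35 nM protein and 100% = DMSO wells with 750 nM protein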
SMARCA2 act = SMARCA2 (BRM) function activators, primary screen, cell-based, luminescence, high throughput. MG213 cells, MMTV-luciferase reporter, dexamethasone, overnight. activation, % at 9.1 µM. 1% of 370,000 active. AID 652017, 2013; in the data active means activation above about 7.8%;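 further: 0% = vehicle wells and 100% = reference activator wells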
HGIII-sPLA2 inh = human group III sPLA2 inhibitors, primary screen, biochemical, QFRET, BODIPY PC-A2 liposome substrate; Group 3 secretory phospholipase A2 (Homo sapiens), Q9NZ20; QFRET BODIPY PC-A2 liposome hydrolysis, fluorescence; inhibition, % at 12.2 µM; 0.56% of 370,000 active;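 active means inhibition above mean plus 3 SD of compounds lying within the high and low control bounds, cut at about 19% in these data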;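 further: 0% = median of test compound wells and 100% = no enzyme DMSO wells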
Target sequence (Q9NZ20 whole entry, looked up): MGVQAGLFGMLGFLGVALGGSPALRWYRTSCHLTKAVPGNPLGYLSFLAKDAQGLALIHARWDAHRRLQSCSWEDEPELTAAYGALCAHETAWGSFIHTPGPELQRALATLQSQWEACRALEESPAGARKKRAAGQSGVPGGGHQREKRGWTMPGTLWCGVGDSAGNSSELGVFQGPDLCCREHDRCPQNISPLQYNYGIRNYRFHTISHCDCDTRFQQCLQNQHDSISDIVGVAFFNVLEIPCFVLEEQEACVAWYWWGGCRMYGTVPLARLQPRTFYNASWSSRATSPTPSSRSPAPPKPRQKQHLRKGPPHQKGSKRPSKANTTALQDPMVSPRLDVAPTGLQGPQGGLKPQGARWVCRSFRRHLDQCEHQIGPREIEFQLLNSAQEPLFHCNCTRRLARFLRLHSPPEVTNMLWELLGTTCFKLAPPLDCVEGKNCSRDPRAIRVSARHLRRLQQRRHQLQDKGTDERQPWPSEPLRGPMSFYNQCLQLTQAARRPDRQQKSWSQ
An asterisk follows results filed as active; . = not tested or not shown.

smiles	ssDAF-12 act	PLC-beta3 inh	PG9 Ab binder	NR1D1 modulator	DAX1 inh-1	hcDAF-12 act	DAX1 inh-2	HGIII-sPLA2 inh	hgDAF12 agonist	SMARCA2 act	FXN GAA850 act
O=C(c1cc2nc(-c3cccs3)cc(C(F)(F)Cl)n2n1)N1CCCc2ccccc21	-0.2	-20	-0.6	-2	-0.1	1.5	-1.3	-6	0.7	-2	1.6
O=C1N/C(=C/c2ccc(Br)cc2)C(O)=C1C=NCc1ccccc1	-1.4	1	-1.8	-10	0.1	5.6*	0.1	3	2.1	0	2.2
Cc1ccc(Oc2nc3ccccc3n3c(C)nnc23)cc1	-1.5	1	-2.3	0	-0.9	-1.6	-0.8	-1	1.5	2	1.3
O=C(O)CCCC(=O)Nc1ccc(N=Nc2ccccc2)cc1	-1.4	5	0.5	-4	0.0	-1.5	0.8	0	-2.7	-1	-0.3
CC1CCC2C(=O)N(c3ccc(C(=O)NCc4ccccc4)cc3)C(=O)C2C1 (configuration not stated)	-1.9	1	0.7	-6	0.0	-0.8	-0.8	6	2.6	-1	1.6
CCCSc1nc2c(cnn2-c2ccccc2)c(=O)n1N	-1.0	-8	-1.0	5	1.3	5.8*	0.6	5	13*	4	1.7
COc1ccc(C(=O)Oc2ccc(N(C)S(=O)(=O)c3ccccc3)cc2)cc1[N+](=O)[O-]	-0.7	-11	-0.1	-4	-0.4	1.2	-0.6	-10	-1.3	-4	1.5
Cc1ccc(C)c(OCC(=O)NCC(C)C)c1C	-1.2	-3	-1.1	-3	-0.4	-0.2	-0.8	16	-2.3	-3	2.2
CCC(C)(C)NC(=O)C(c1ccc(F)cc1)N(Cc1ccco1)C(=O)c1cnccn1 (configuration not stated)	-1.0	-2	0.5	-2	-0.1	0.3	-1.3	-1	-0.1	-2	-1.5
O=C(NCCN1CCCCC1)Nc1ccc(F)cc1F	-0.8	-3	-0.6	-1	0.1	-0.7	4.1	2	0.3	-1	-1.0
CCCNC(=O)C(Cc1ccc(I)cc1)NC(=O)c1ccc(C#N)cc1 (configuration not stated)	-1.3	8	-2.2	-2	0.0	-0.2	0.1	1	-1.3	1	0.8
COc1cc(CNCc2cccnc2)ccc1OCC(=O)NC1CCCCC1	-0.3	8	1.1	-2	0.4	0.2	-0.2	-5	1.0	-6	1.2
CCOc1ncccc1C(=O)OCC(=O)NC1CCCCC1	-1.3	-2	0.6	7	0.9	-1.9	1.2	7	-0.7	-1	1.2
CN(C)S(=O)(=O)c1ccc(N2CCCC2)c(C(=O)Nc2ccc(Br)cc2F)c1	-0.9	-14	-0.5	23*	0.1	-0.5	0.2	1	-0.7	-1	0.9
CCOC(=O)[C@]12CCC=C1N(Cc1ccccc1)C(=O)[C@H](CC(=O)NCc1cccc(C(F)(F)F)c1)C2	-1.4	1	-1.3	-3	-1.3	-0.6	.	-13	-2.4	-3	.

Five structures already listed, sorted by molar mass, lowest first:
smiles	ssDAF-12 act	PLC-beta3 inh	PG9 Ab binder	NR1D1 modulator	DAX1 inh-1	hcDAF-12 act	DAX1 inh-2	HGIII-sPLA2 inh	hgDAF12 agonist	SMARCA2 act	FXN GAA850 act
COc1cc(CNCc2cccnc2)ccc1OCC(=O)NC1CCCCC1	-0.3	8	1.1	-2	0.4	0.2	-0.2	-5	1.0	-6	1.2
CCC(C)(C)NC(=O)C(c1ccc(F)cc1)N(Cc1ccco1)C(=O)c1cnccn1 (configuration not stated)	-1.0	-2	0.5	-2	-0.1	0.3	-1.3	-1	-0.1	-2	-1.5
COc1ccc(C(=O)Oc2ccc(N(C)S(=O)(=O)c3ccccc3)cc2)cc1[N+](=O)[O-]	-0.7	-11	-0.1	-4	-0.4	1.2	-0.6	-10	-1.3	-4	1.5
CCCNC(=O)C(Cc1ccc(I)cc1)NC(=O)c1ccc(C#N)cc1 (configuration not stated)	-1.3	8	-2.2	-2	0.0	-0.2	0.1	1	-1.3	1	0.8
CCOC(=O)[C@]12CCC=C1N(Cc1ccccc1)C(=O)[C@H](CC(=O)NCc1cccc(C(F)(F)F)c1)C2	-1.4	1	-1.3	-3	-1.3	-0.6	.	-13	-2.4	-3	.

The list continues:
smiles	ssDAF-12 act	PLC-beta3 inh	PG9 Ab binder	NR1D1 modulator	DAX1 inh-1	hcDAF-12 act	DAX1 inh-2	HGIII-sPLA2 inh	hgDAF12 agonist	SMARCA2 act	FXN GAA850 act
COc1ccc(Cl)cc1-c1cc(C(=O)NC2CCCCC2)[nH]n1	-1.4	3	-0.9	3	1.0	1.5	.	0	1.7	0	-2.1
COc1ccc(-c2nc(-n3c(C)c(C(C)=O)c(C(C)=O)c3C)sc2C)cc1OC	-1.6	4	0.5	-1	-0.7	-2.2	2.7	-5	-3.4	-1	-0.5
O=C(COC(=O)C1CCCN1C(=O)c1cccs1)Nc1ccc2c(c1)OCO2 (configuration not stated)	-1.1	0	0.4	-1	-0.3	-1.5	0.9	-3	-1.1	0	-1.6
COc1cc(/C=C/C(=O)OCC(=O)Nc2c(C)n(C)n(-c3ccccc3)c2=O)ccc1O	-0.6	-59	-3.7	-3	-0.6	-2.1	1.1	7	-1.2	-2	-1.2
C#CCOCCOCCOCCNc1nc(N2CCN(C(=O)CCCCCCCCCCNC(=O)Cn3cc(C[C@@H](C)O)nn3)CC2)nc(N2CCN(C(=O)CCCCCCCCCCNC(=O)[C@H](CO)n3cc(CCCSC)nn3)CC2)n1	-0.9	2	-0.8	-7	0.0	-0.2	3.0	-26	-2.0	2	-0.8
CCOC(=O)N1CCN(C/C(C)=C/c2ccccc2)CC1	-0.3	0	-0.4	-8	0.2	-0.5	0.6	-2	-1.8	-2	4.2
Cc1cc(Cl)ccc1OCC(=O)OCC(=O)NCCNC(=O)COC(=O)COc1ccc(Cl)cc1C	-0.7	-8	-0.3	1	2.7	-0.4	-0.5	-5	0.8	2	0.8
O=C(CSC1=NCCS1)Nc1ccccc1F	-1.2	2	1.5	1	-0.3	-1.5	-0.3	-2	1.0	-1	4.3
O=C(N/N=C\c1ccc(Cl)s1)C1COc2ccccc2O1 (configuration not stated)	-0.9	-7	-0.8	7	0.1	0.6	1.1	13	1.7	-5	0.2
C#CCN(C[C@@H]1[C@@H](OC(=O)Nc2cccs2)[C@@H](OC(=O)Nc2cccs2)Cn2c(=O)n(CCCCCC)c(=O)n21)S(=O)(=O)c1ccc(C)cc1	-1.4	-1	-1.5	-5	1.6	-0.5	-0.5	-9	2.3	1	-3.1
CC(C)NC(=O)CSc1nnc(-c2ccc3ncccc3c2)n1C	-1.3	-9	1.8	4	-0.3	-0.9	0.3	0	-1.4	-3	2.9
CC(C)N(Cc1nnc(-c2ccc(Cl)cc2)o1)C(=O)C1=COCCO1	-0.8	0	0.4	0	-1.6	-2.7	1.4	-10	0.6	1	1.8
O=C(c1ccc(CNS(=O)(=O)c2ccc(Br)cc2)cc1)N1CCCC1	-1.4	2	-2.0	-2	0.2	-1.5	0.6	-8	0.6	0	3.2
CC(=O)c1ccccc1NC(=O)Cn1c(=O)cnc2ccccc21	-0.2	-11	-0.8	2	-0.4	6.1*	3.9	3	-1.6	-3	0.9
CC1=NN(C(=O)CCc2ccccc2O)C(O)(C(F)(F)F)C1 (configuration not stated)	-0.7	3	0.9	-5	0.2	0.4	0.8	2	-0.2	-2	-1.7
O=C(CNC(=O)c1cccs1)NCC(=O)OCc1ccc(Cl)cc1	-1.1	-1	-3.3	-6	0.3	0.0	0.8	0	0.9	2	1.6
Cc1ccc(NC(=O)COC(=O)COc2ccc(Cl)cc2)c([N+](=O)[O-])c1	-1.7	-5	-0.3	-4	-0.8	3.9	0.0	3	-2.0	2	1.5
O=C1C[C@@H](c2ccccc2)N=C2N(CC3CC3)C/C(=C/c3ccccc3)N12	-2.2	-31	.	2	-0.8	-4.0	.	-8	0.3	-3	.
N#Cc1cn(CC(=O)NCCc2c[nH]c3ccccc23)c2ccccc12	-0.6	0	-1.4	7	-0.2	-0.7	-1.4	-66	-3.0	1	-0.7
N#Cc1ccc(C23CC4(C2)[C@H](CN(Cc2ccc(-c5ccccc5)cc2)[C@@H]4c2ccccc2)C3c2ccc(Cl)nc2)cc1 (some centres not stated)	-1.7	3	1.7	-1	0.1	0.6	3.4	5	-0.4	-2	-0.6
CCOc1ccc(-c2nnc(N)o2)cc1	-1.0	1	-2.0	1	0.5	-0.5	1.5	-3	0.8	2	2.2
CC(OC(=O)/C=C/c1ccccc1)C(=O)Nc1ccc2c(c1)OCCO2 (configuration not stated)	-0.2	-3	0.6	8	-1.4	1.3	1.5	-2	1.4	0	0.5
COc1ccc(NC(=O)c2cn(CCC#N)nc2-c2cccs2)cc1	-1.8	2	-2.5	-11	-0.2	-0.2	-0.9	-1	-1.3	-2	-1.7
COc1cc(C(O)c2nc(-c3ccccc3C)cs2)ccc1F (configuration not stated)	-1.6	-1	-0.9	-5	-0.5	-0.8	.	-8	-3.3	-4	0.7
CC(=O)Nc1ccc(S(=O)(=O)N(C)CC(=O)Nc2ccc(Br)cc2F)cc1	-1.1	0	0.2	1	-2.1	-1.7	-0.1	9	-1.4	-2	2.9
Cc1ccc(C)c2c1c1ccccc1n2C	-0.6	-10	-2.0	2	0.7	3.2	0.1	17	-1.2	-4	0.8
CCOc1ccc(S(=O)(=O)N2CCN(C(=O)c3ccc(-n4cncn4)c([N+](=O)[O-])c3)CC2)cc1	-1.2	-8	0.3	-5	-1.7	-1.4	0.5	0	-0.4	-4	0.3
CCN1CCN(C(=O)c2cc3c(=O)n(C)c4ccccc4c3n2C)CC1	-0.9	-13	-1.1	0	2.3	1.8	5.8*	-3	-0.5	1	-0.5
O=C(COC(=O)C12CC3CC(CC(O)(C3)C1)C2)Nc1ccc(OC(F)F)cc1	-0.8	-4	-0.9	0	0.4	0.0	2.3	-4	1.0	2	2.3
CC(=O)O[C@H]1C=C[C@@H](NC(=O)OC(C)(C)C)C1	-0.9	3	0.6	-8	-1.0	-1.2	.	3	2.3	-1	.

Compounds as they come; any-hit rate near 7%.
